HEK293 tox: cytotoxicity counter-screen for GLP-1 receptor inverse agonists | HEK293 cAMP-luciferase reporter cells, luminescence, 24 h | Potency, µM (doses to about 38.3 µM), inactives show at the highest dose activity change, negative = inhibition, most hits filed as inhibitors | 410,000 tested, 0.13% active | AID 624418;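 note: loss of luciferase light is scored as toxicity; potency is the fitted concentration of half-maximal effect; % is set by controls: 0 for no effect and ±100 for the full control effect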
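1536-well qHTS counterscreen of the MLSMR; 200 cells/uL, 12 h pre-incubation, 23 nL cpd, 24 h at 37 deg C 5% CO2, luciferase detection reagent, 12 min RT, luminescence. Inhibition = undesired.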
HT1080NT lethal: kills 2HG-producing HT-1080-NT fibrosarcoma cells; Potency, µM (top dose mostly 46.1 µM), without a hit: at the top dose activity, negative = less viability, most hits filed as cytotoxic; HT-1080-NT fibrosarcoma viability, CellTiter-Glo ATP luminescence, 48 h; AID 686970; 360,000 tested, 1.6% active;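 note: NT is the 2HG producing partner of a matched IDH1 knockdown line; potency is the fitted concentration of half-maximal effect; 0% = DMSO-treated cells and -100% = media-only wells without cells; nearly all actives have a fitted effect of over 55% in size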
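Read-out is CellTiter-Glo luminescence after 10 minutes at room temperature, following 48 hours' compound treatment of HT-1080-NT cells (750 cells/well, RPMI, 5% FBS, 37 degrees C).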
MCF10A rerep: DNA re-replication induction in MCF 10a cells; 350,000 tested, 2.9% active; AID 624296; MCF 10A DNA re-replication, Hoechst nuclear intensity, 48 h; Potency, µM (top dose mostly 46.1 µM), for inactives: at the highest dose activity, positive = re-replication, actives largely listed as activators; note: potency is the fitted concentration of half-maximal effect; % of control where 0% means no effect; nearly all actives have a fitted effect of over 50% in size
IL-1B inflam inh: inhibitors of inflammasome signaling (IL-1 beta secretion) | THP-1 LPS/ATP IL-1B secretion, AlphaLISA, 16 h; active compounds read low | 360,000 tested, 4.7% active | activity change, % at 57.5 µM; in the data active = activity change below about -50%; inconclusive = mostly about -30% to -49%; note: % is set by controls: 0 for no effect and ±100 for the full control effect
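Secreted IL-1B measured by AlphaLISA bead assay after 16 h compound exposure of THP-1 cells; compounds (final up to 57.5 uM) added 1 h before LPS (250 ng/mL) and ATP (1.25 mM) stimulation; lower signal means less secretion.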
D3 ag: activates the human D3 dopamine receptor; 410,000 tested, 0.58% active; D3R DiscoveRx beta-arrestin cells, luminescence, 90 min; P35462; max activation, %; AID 652048; in the data active = max activation above about 30%; note: 0% is about no effect; mostly tested at two doses, the higher about 12 µM
Target sequence (P35462 whole entry, looked up): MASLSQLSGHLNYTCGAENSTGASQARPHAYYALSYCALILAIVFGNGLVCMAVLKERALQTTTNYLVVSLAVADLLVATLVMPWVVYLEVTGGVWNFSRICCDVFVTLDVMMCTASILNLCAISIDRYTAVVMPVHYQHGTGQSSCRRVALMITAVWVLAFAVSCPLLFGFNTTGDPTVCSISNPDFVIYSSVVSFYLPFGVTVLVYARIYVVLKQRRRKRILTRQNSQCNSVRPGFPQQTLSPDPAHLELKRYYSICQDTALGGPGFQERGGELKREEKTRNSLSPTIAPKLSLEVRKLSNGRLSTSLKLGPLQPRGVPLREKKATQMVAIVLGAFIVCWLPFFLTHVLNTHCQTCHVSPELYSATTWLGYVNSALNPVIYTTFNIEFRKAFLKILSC
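Agonist mode: compounds and dopamine controls were applied to plated cells for 90 min at 37 degrees C after an overnight attachment at 1500 cells/well. Luminescent read-out followed 30 - 60 minutes at room temperature with DiscoveRx detection reagent.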
KB-V1 MDR tox: kills drug-selected multidrug resistant KB-V1 cells; KB-V1 MDR cells viability, CellTiter-Glo, 72 h; Potency, µM (titrated, usually from 46.1 µM), inactives show at the top dose activity change, negative = cytotoxicity, most hits filed as cytotoxic; 400,000 tested, 3.4% active; AID 1347076; note: potency is the fitted concentration of half-maximal effect; % is set by controls: 0 for no effect and ±100 for the full control effect; nearly all actives have a fitted effect of over 60% in size
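qHTS viability screen in drug-selected KB-V1 MDR cells: 72 h compound treatment at 37 degrees C, ATP luminescence end point.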
KB-3-1 tox: KB-3-1 parental cell cytotoxicity. KB-3-1 viability, CellTiter-Glo ATP luminescence, 72 h. Potency, µM (series often up to 46.1 µM), inactives show at the top dose activity change, negative = cytotoxic, hits mostly cytotoxic. 400,000 tested, 1.4% active; note: potency is the fitted concentration of half-maximal effect; % is set by controls: 0 for no effect and ±100 for the full control effect; nearly all actives have a fitted effect of over 60% in size
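Viability of parental KB-3-1 cells, measured by CellTiter-Glo luminescence, followed a 72 h incubation at 37 °C with pinned compounds in phenol-red-free DMEM containing 10% FBS.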
SW480 rerep: DNA re-replication induction in SW480 cells; Potency, µM (highest dose often 46.1 µM), for the others: at the top dose re-replication activation, most hits filed as activators; SW480 DNA re-replication, Hoechst DNA content imaging, 48 h; 340,000 tested, 1.8% active; note: potency is the fitted concentration of half-maximal effect; % of control where 0% means no effect; nearly all actives have a fitted effect of over 55% in size
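SW480 cells exposed to compounds for 48 hr at 37 C, 5% CO2, then Hoechst-stained 40 min. Nuclear DNA content imaged by fluorescence scanning (405 nm excitation, 500-530 nm emission); re-replication scored as increased high-intensity nuclei.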
HT1080 IDH1KD tx: HT-1080 IDH1 knockdown cell toxicity (counter line); 360,000 tested, 2% active; HT-1080 IDH1 knockdown viability, ATP luminescence, 48 h; AID 686971; Potency, µM (top dose mostly 46.1 µM), for the others: at the top dose activity, negative = toxicity, usual class: cytotoxic;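 note: potency is the fitted concentration of half-maximal effect; 0% = DMSO wells and -100% = cell-free medium wells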
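CellTiter-Glo luminescence after 48 h compound exposure at 37 degrees C of IDH1-knockdown HT-1080 cells in 5% FBS RPMI. %Activity scaled between DMSO wells and cell-free media wells, with curves fitted and assigned curve classes.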
Active calls of the source: *; ? = inconclusive; / = no result given; [ ] = dose if it differs, or a comment. Unless noted, calls come from the whole dose curve; as a rule, active = well fitted curve in the direction sought with a large enough effect; inconclusive = small, poorly fitted or top-dose-only effect, or another doubt; inactive = no such curve, though single readings can be large; an effect the other way counts as inactive or inconclusive. This is a random part of the collection, and some 11% of all compounds hit somewhere here.

SMILES	HEK293 tox	HT1080NT lethal	MCF10A rerep	IL-1B inflam inh	D3 ag	KB-V1 MDR tox	KB-3-1 tox	SW480 rerep	HT1080 IDH1KD tx
Cc1ccc(-c2n[nH]c(=S)n2/N=C/C=C\c2ccccc2[N+](=O)[O-])cc1	3%	-2%	9%	-13	-12	3%	4%	-6%	-3%
CCc1ccc(CCC(=O)Nc2ccc(C)cc2C)o1	2%	?	?	64	5	12%	0%	?	?
COc1ccc(-n2c(=O)c3c(C)c(C)sc3n(Cc3cccc(F)c3)c2=O)c(OC)c1	-9%	10%	2%	13	-11	-3%	0%	10%	3%
CCOC(=O)C1=CN(Cc2ccco2)S(=O)(=O)N(C)C1c1ccc(F)c(Cl)c1 (stereo not drawn)	-9%	2%	?	-1	5	0%	0%	-28%	-1%
O=C(N/N=C/c1ccc([N+](=O)[O-])o1)c1sc2ccccc2c1Cl	?	-24%	?	-78*	-10	?	?	14%	?
CCn1c(SCC(=O)Nc2ccc(F)cc2)nc2ccccc2c1=O	0%	-15%	0%	?	-7	9%	-16%	-1%	-13%
CC(=O)Oc1cc2oc(=O)cc(C)c2cc1Cl	453%[activator]	8%	?	-4	3	15%	11%	?	4%
CCC(c1nnnn1-c1ccc2c(c1)OCCO2)N1CCN(C)CC1 (stereo not drawn)	1%	19%	/	11	1	15%	20%	/	6%
O=C(OCC1CCCO1)c1ccc2c(c1)N(Cc1ccccc1Cl)C(=O)c1ccccc1S2(=O)=O (stereo not drawn)	-5%	/	/	/	-8	2%	12%	/	/
CC1=Nc2cccc3cccc(c23)N1	-24%	-12%	8%	-11	-8	7%	-2%	12%	-12%
CC1CCC2(CC1)NC(=O)N(CC(=O)Nc1ccc(C(N)=O)cc1)C2=O (stereo not drawn)	0%	7%	9%	?	3	-9%	-17%	-25%	0%
COc1cc2oc(=O)cc(-c3ccc(-c4ccc(C)cc4)cc3)c2c(OC)c1OC	5%	16%	27%	51	10	0%	1%	-4%	12%
O=C(COC(=O)/C=C/c1ccc(OC(F)F)cc1)Nc1ccc(S(=O)(=O)N2CCCC2)cc1	-9%	6%	0%	20	1	-19%	8%	6%	-2%
O=C(NCc1ccccc1Cl)c1ccc2nc[nH]c2c1	-30%	0%	6%	-2	1	?	0%	-8%	3%
CC(C)(C)OC(=O)NCc1ccc(CNC(=O)c2nc[nH]c2C(=O)N2CCc3ccccc3C2)cc1	-73%	5%	?	7	-9	0%	4%	6%	4%
C/C(=N\NC(=O)c1nc2ccccn2c1C)c1cccc([N+](=O)[O-])c1	11%	2%	-3%	67	9	?	14%	-12%	13%
CCOc1ccc(CN2CCNC(=O)C2CC(=O)NCCCOc2cccnc2)cc1 (stereo not drawn)	5%	-1%	5%	-7	1	11%	-2%	-26%	1%
COC(=O)Cc1ccc(NC(=S)NCCCN2CCOCC2)cc1	-8%	7%	2%	26	-15	-9%	-5%	0%	18%
CCCOc1ccccc1C(=O)N1CCC(c2nc3ccccc3s2)CC1	0%	/	/	/	9	?	?	/	/
O=C(N/N=C\c1ccc[nH]1)C1COc2ccccc2O1 (stereo not drawn)	-14%	5%	-1%	-18	3	?	2%	-9%	9%
Cc1cnn(-c2cc(N/N=C/c3ccccc3)ncn2)c1	1%	25%	6%	-8	10	-30%	4%	-1%	-2%
O=C(Nc1ccc(S(=O)(=O)NCc2ccco2)cc1)c1ccc2ccccc2n1	-15%	-4%	17%	-11	3	?	?	-2%	0%
CCN(CC)c1ncnc2sc(C(=O)N3CCN(c4ccc(OC)cc4)CC3)c(C)c12	1%	-3%	?	-5	-2	?	?	28%	-1%
N#C/C(=C/c1ccc(N2CCOCC2)o1)C(=O)N1CCOCC1	22%	16%	2%	-6	-8	-2%	0%	-10%	19%
C[C@H]1O[C@H](C2CCCC2)CC2=C1C(=O)OC(C)(C)O2	1%	21%	/	10	1	0%	14%	/	0%
CCNc1nc(OCC)nc(N2CCC(Cc3ccccc3)CC2)n1	-23%	7%	7%	5	26	?	?	3%	14%
C[C@H]1CN([C@@H](C)CO)C(=O)CCCn2cc(nn2)CO[C@@H]1CN(C)C(=O)Nc1ccc(C(F)(F)F)cc1	3%	-7%	/	4	10	-9%	-8%	/	1%
CCN1CCN(c2cc(C)c3cc(NC(=O)c4cc(OC)c(OC)c(OC)c4)ccc3n2)CC1	?	/	/	/	-26	-15%	-9%	/	/
COc1ccc(C(=O)Nc2c(N)nc(SCC(=O)N3CCC(C)CC3)[nH]c2=O)cc1	-1%	14%	-2%	0	6	?	24%	0%	-2%
C#CCOCCOCCOCCNc1nc(N2CCN(C(=O)CCCCCCCCCCNC(=O)Cn3cc(C[C@@H](C)O)nn3)CC2)nc(N2CCN(C(=O)CCCCCCCCCCNC(=O)[C@H](CO)n3cc(CCCSC)nn3)CC2)n1	1%	-27%	6.5µM*	-5	5	?	0%	8%	?
Cc1ccc(NC(=O)N(C2CCCCC2)C(C)c2cccnc2)cc1C (stereo not drawn)	-6%	1%	-1%	-7	2	3%	2%	-9%	-3%
COCCn1c(C)cc(C(=O)CN2C(=O)NC3(CCCCCCC3)C2=O)c1C	?	-1%	12µM*	10	8	0%	-6%	?	-7%
CCCCNC(=O)C[C@@H]1C[C@@]2(C(=O)OCC)CCCC=C2N(Cc2ccccc2)C1=O	17%	8%	/	?	-1	?	-2%	/	8%
CC1CCN(c2nnc(NC(=O)Cn3c(=O)oc4ccccc43)s2)CC1	3%	20%	3%	-4	-5	?	18%	-9%	2%
Oc1ccccc1/C=N/Nc1nc2ccccc2o1	0%	?	7%	49	-1	?	?	?	?
CCNc1nc(Oc2ccc(=O)[nH]n2)nc(SC)n1	-9%	13%	0%	19	-10	4%	-1%	-6%	4%
CCC(/C=N/NC(=O)C1COc2ccccc2O1)CC (stereo not drawn)	-15%	6%	-2%	25	5	14%	12%	-6%	21%
CN(CCNC(=O)c1c[nH]c2c1ccc1ccccc12)CCNC(=O)c1c[nH]c2c1ccc1ccccc12	?	?	?	-23	-11	?	?	?	?
O=C1CCCN1CCCNC(=S)Nc1ccc(F)cc1	12%	3%	?	0	-13	-5%	-1%	?	7%
CCOC(=O)CC1C(=O)NCCN1C(=O)c1ccc(Cl)cc1 (stereo not drawn)	0%	2%	1%	-4	-2	0%	-4%	-6%	-2%
Cc1cccc(N2CCN(S(=O)(=O)c3ccc4c(c3)C(C(C)C)C(=O)N4)CC2)c1C (stereo not drawn)	-6%	/	/	/	1	?	?	/	/
COc1ccc(CC2(C)OC(c3ccc(C)c([N+](=O)[O-])c3)=NN2C(C)=O)cc1 (stereo not drawn)	-3%	-6%	8%	-15	7	?	-26%	0%[9.22 µM]	-1%
CC(=O)C(C)Oc1ccc(Cc2ncc(C(F)(F)F)cc2Cl)cc1 (stereo not drawn)	-6%	3%	2%	10	2	?	-14%	-1%	2%
COCC1CCN(C(=O)c2cc(COc3ccc(F)cc3F)on2)C1 (stereo not drawn)	-8%	14%	?	-6	3	-11%	-1%	5%	13%
O=C(/C=C/Nc1ccc(F)cc1Br)c1ccccc1	58%[activator]	?	8%	0	-4	?	-26%	-10%	?
CCOC(=O)C1(C)CCCN1C(=O)c1ccccc1OC (stereo not drawn)	-8%	28%	/	18	11	3%	0%	/	9%
CCOC(=O)C1=C(C)NC(=O)NC1c1cc2c(cc1Br)OCO2 (stereo not drawn)	-10%	-2%	?	0	-8	-5%	0%	0%	-1%
Cc1ccc(-c2nnc(SCc3ccccc3F)o2)cc1	1%	8%	?	-15	-7	?	0%	/	5%
COCCN(CCOC)c1nc(-c2ccc([N+](=O)[O-])cc2)nc2ccccc12	-4%	3%	5%	9	15	7%	2%	1%	4%
CC(=O)NC12CC3CC(C1)CC(C(=O)OCC(=O)NC(=O)c1cccn1C)(C3)C2	-11%	16%	2%	33	6	15%	-3%	-2%	3%
CC(C)(C)c1ccc(C(=O)NCCC(=O)N2CCC3(CC2)NCCc2[nH]cnc23)cc1	-9%	5%	5%	9	5	26%	13%	0%	4%
CCc1cccc(CC)c1-n1c(SCC(=O)N2CCCc3ccccc32)nc(O)cc1=O	-18%	-3%	28%	28	-4	9%	-8%	1%	-2%
COc1ccc2nc(C)cc(N3CCN(c4ccccc4)CC3)c2c1	-21%	?	-9%	-65*	2	?	18%	6%	-27%
CC(=C\C(=O)O)/C(=C\c1cccc2ccccc12)C(=O)O	5%	-5%	0%	1	-7	21%	-5%	-10%	-4%
Cc1ccc(-c2nc3ccc(Cl)cc3c(=O)n2O)cc1	-8%	-25%	?	86	7	-17%	?	?	-27%
O=C1C[C@@H]2C(=O)N(c3ccccc3)C(=O)[C@@H]2[C@@H]2CN(S(=O)(=O)c3ccccc3)[C@@H](c3ccccc3)[C@H]12	-1%	4%	/	13	-5	-7%	0%	/	8%

Random excerpt: 3 entries already listed
SMILES	HEK293 tox	HT1080NT lethal	MCF10A rerep	IL-1B inflam inh	D3 ag	KB-V1 MDR tox	KB-3-1 tox	SW480 rerep	HT1080 IDH1KD tx
CCc1cccc(CC)c1-n1c(SCC(=O)N2CCCc3ccccc32)nc(O)cc1=O	-18%	-3%	28%	28	-4	9%	-8%	1%	-2%
CCC(c1nnnn1-c1ccc2c(c1)OCCO2)N1CCN(C)CC1 (stereo not drawn)	1%	19%	/	11	1	15%	20%	/	6%
Cc1ccc(-c2nc3ccc(Cl)cc3c(=O)n2O)cc1	-8%	-25%	?	86	7	-17%	?	?	-27%

Source: PubChem BioAssay (National Center for Advancing Translational Sciences (NCATS))
